HT1080NT lethal = kills 2HG-producing HT-1080-NT fibrosarcoma cells. HT-1080-NT fibrosarcoma viability, CellTiter-Glo ATP luminescence, 48 h. Potency, µM (titrated, usually from 46.1 µM), without a hit: at the highest dose activity, negative = less viability, hits mostly cytotoxic. actives 1.6% (n = 360,000). AID 686970;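 also: NT is the 2HG producing partner of a matched IDH1 knockdown line; potency is read from the fitted curve at half-maximal effect; 0% = DMSO-treated cells and -100% = media-only wells without cells; nearly all actives have a fitted effect of over 55% in size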
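HT-1080-NT; 750 cells/well; 5% FBS RPMI; 48 h compound, 37 degrees C; CellTiter-Glo luminescence; curve fitting and curve-class assignment.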
IL1B secr inh = inflammasome signaling inhibition, IL-1 beta readout; activity change, % at 57.5 µM; THP-1 LPS/ATP IL-1B secretion, AlphaLISA, 16 h; stronger effect = lower value; actives 4.7% (n = 360,000); in the data active = activity change below about -50%; inconclusive = mostly about -30% to -49%; also: % is scaled to controls: 0 for no effect and ±100 for the full control effect
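THP-1 cells pretreated 1 hr with compounds (up to 57.5 uM final), then stimulated with LPS (250 ng/mL final) plus ATP (1.25 mM final); secreted IL-1B measured by AlphaLISA after 16 hr, decreased signal indicating inhibition.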
KB-3-1 cytotox = kills parental KB-3-1 adenocarcinoma cells; KB-3-1 viability, CellTiter-Glo ATP luminescence, 72 h; Potency, µM (top dose mostly 46.1 µM), for the others: at the highest dose activity change, negative = cytotoxic, actives largely listed as cytotoxic; actives 1.4% (n = 400,000); also: potency is read from the fitted curve at half-maximal effect; % is scaled to controls: 0 for no effect and ±100 for the full control effect; nearly all actives have a fitted effect of over 60% in size
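72 h, 37 °C compound treatment of KB-3-1 parental cells; CellTiter-Glo added, 10 min, luminescence read. Data corrected against DMSO-only plates and normalized before curve fitting.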
SW480 rereplic = induces DNA re-replication in SW480 colon adenocarcinoma cells; AID 624297; Potency, µM (series often up to 46.1 µM), for inactives: at the top dose re-replication activation, actives largely listed as activators; SW480 DNA re-replication, Hoechst DNA content imaging, 48 h; actives 1.8% (n = 340,000); also: potency is read from the fitted curve at half-maximal effect; % of control where 0% means no effect; nearly all actives have a fitted effect of over 55% in size
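Quantitative HTS format with DMSO vehicle controls; 48 hr drug incubation at 37 C, then 40 min Hoechst staining and scanning imager measurement at 405 nm excitation.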
KB-V1 MDR tox = kills drug-selected multidrug resistant KB-V1 cells. KB-V1 MDR cells viability, CellTiter-Glo, 72 h. Potency, µM (titrated, usually from 46.1 µM), for inactives: top-dose activity change, negative = cytotoxicity, actives largely listed as cytotoxic. actives 3.4% (n = 400,000); also: potency is read from the fitted curve at half-maximal effect; % is scaled to controls: 0 for no effect and ±100 for the full control effect; nearly all actives have a fitted effect of over 60% in size
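Cytotoxicity toward P-gp-expressing KB-V1 cells was determined as loss of CellTiter-Glo luminescence after 72 h at 37 degrees C. Compounds were tested in quantitative HTS format across a concentration range, with curves fitted to normalized data.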
HT1080 IDH1KD tx = HT-1080 IDH1 knockdown cell toxicity (counter line); HT-1080 IDH1 knockdown viability, ATP luminescence, 48 h; Potency, µM (series often up to 46.1 µM), for the others: at the highest dose activity, negative = toxicity, hits mostly cytotoxic; actives 2% (n = 360,000); AID 686971;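 also: potency is read from the fitted curve at half-maximal effect; 0% = DMSO wells and -100% = cell-free medium wells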
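After a 2 h attachment period, IDH1KD HT-1080 cells took pin-transferred compound for 48 h at 37 °C; ATP-based luminescence after 10 min room-temperature reagent incubation reported viability.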
WRN inhibitor = inhibitors of human WRN helicase. Potency, µM (doses to about 114 µM), without a hit: top-dose activity change, negative = inhibition, hits mostly inhibitors. actives 0.46% (n = 360,000). AID 651768. WRN helicase unwinding, fluorescent forked duplex, kinetic; also: potency is read from the fitted curve at half-maximal effect; % is scaled to controls: 0 for no effect and ±100 for the full control effect; nearly all actives have a fitted effect of over 55% in size
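Primary qHTS, 1536-well format. 20 nM WRN + compound, 15 min RT; start with 100 nM forked fluorophore/quencher duplex, 2 mM ATP (final); kinetic read ex 525/em 598 nm.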
ATXN2 expr inh = reduces ATXN2 reporter expression in HEK-293 cells | HEK-293 ATXN2-luciferase reporter, luminescence, 24 h | Potency, µM (top dose mostly 57 µM), for the others: at the highest dose activity change, negative = inhibition, actives largely listed as inhibitors | actives 0.72% (n = 360,000); also: potency is read from the fitted curve at half-maximal effect; % is scaled to controls: 0 for no effect and ±100 for the full control effect; nearly all actives have a fitted effect of over 55% in size
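qHTS (up to 57 uM final) was run with 24 h compound exposure of reporter cells at 37 °C. Each well was multiplexed: SteadyGlo luminescence measured ATXN2-luciferase expression after a fluorogenic Gly-Phe-AFC viability readout (25 uM final).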
MCF10A rereplic = DNA re-replication induction in MCF 10a cells | actives 2.9% (n = 350,000) | AID 624296 | MCF 10A DNA re-replication, Hoechst nuclear intensity, 48 h | Potency, µM (top dose mostly 46.1 µM), for inactives: at the highest dose activity, positive = re-replication, actives largely listed as activators; also: potency is read from the fitted curve at half-maximal effect; % of control where 0% means no effect; nearly all actives have a fitted effect of over 50% in size
Active calls of the source: *; u = inconclusive; x = no result given; & = joins results of further samples; [ ] = dose if it differs, or a comment. Unless noted, calls follow the shape of the dose curve; as a rule, active = well fitted curve in the direction sought with a large enough effect; inconclusive = small, poorly fitted or top-dose-only effect, or another doubt; inactive = no such curve, though single readings can be large; an effect the other way counts as inactive or inconclusive.

Structure	HT1080NT lethal	IL1B secr inh	KB-3-1 cytotox	SW480 rereplic	KB-V1 MDR tox	HT1080 IDH1KD tx	WRN inhibitor	ATXN2 expr inh	MCF10A rereplic
CN1/C(=C\C(=S)NC(=O)c2ccc([N+](=O)[O-])cc2)C(C)(C)c2ccccc21	-2.2%	2.7	-24.6%	2.3%	-18.3%	-1.2%	-1.9%	-36.3%	-1.7%
O=C(Nc1ccc2c(c1)OCO2)c1ccc(Cl)c(S(=O)(=O)N2CCOCC2)c1	-5.6%	-0.1	x	-3.8%	x	-3.5%	-35.2%	6.6%	-3.0%
Nc1c(C(=O)c2ccccc2)sc(Nc2ccccc2)c1S(=O)(=O)c1ccccc1	-3.0%	-3.1	-9.9%	20.0%	-10.5%	-21.9%	-13.6%	x	u
NC(=O)c1cc(S(=O)(=O)N2CCN(c3cccc(Cl)c3)CC2)cs1	-15.1%	10.8	-9.3%	-9.0%	-20.7%	-2.3%	-8.8%	11.2%	1.1%
C/C(=N\Nc1nnc(-c2ccccc2)c(-c2ccccc2)n1)c1cccc([N+](=O)[O-])c1	20.3%	13.3	3.8%	-7.0%	u	23.5%	-3.9%	-6.9%	21.4%
COc1ccc(-n2cc(-c3ccccc3)nc2SC)cc1	-1.0%	-19.8	-21.8%	2.8%	-9.1%	-12.4%	-8.7%	35.0%	u
COc1ccc(-c2noc(N(C)CC(=O)Nc3cccc(C(F)(F)F)c3)n2)cc1	-13.3%	-17.3	-8.1%	-2.0%	u	-27.2%	-2.3%	15.4%	0.0%
O=C(CSc1cccc[n+]1[O-])Nc1ccc([N+](=O)[O-])cc1Cl	-11.1%	11.4	0.0%	-0.7%	-20.2%	0.2%	14.7%	0.0%	-2.9%
Cc1ccc(NC(=O)CS(=O)CC(=O)N(c2ccccc2F)C(C)C(=O)NC2CCCC2)cc1 (stereo not given)	7.7%	1.5	25.0%	-12.6%	-13.3%	10.2%	-4.5%	8.6%	-1.3%
CCOC(=O)c1c(NC(C)=O)sc2c(OC)cccc12	3.6%	30.8	20.7%	0.5%	0.5%	4.1%	-2.5%	-7.1%	0.5%
CC1(NC(=O)CCNC(=O)c2ccc(C(C)(C)C)cc2)CCS(=O)(=O)C1 (stereo not given)	9.9%	-1.4	1.3%	-11.8%	3.4%	0.1%	-1.6%	x	13.6%
OCC(O)C1OC(Nc2ccc(Br)cc2)C(O)C1O (stereo not given)	-26.8%	-5.2	-9.9%	0.4%	-2.2%	u	2.6%	-12.5%	-52.5%[inhibitor]
COC(=O)c1sccc1NS(=O)(=O)c1ccccc1[N+](=O)[O-]	-1.5%	3.4	-16.2%	-3.5%	2.2%	2.3%	11.5%	1.9%	-0.5%
COCC(C)NC(=O)NC(=O)c1ccc(Cl)cc1 (stereo not given)	2.5%	11.1	7.6%	-10.8%	u	u	-8.7%	11.9%	12.7%
CC(C)(C)NC(=O)C(OC(=O)Cn1nnc(-c2ccc(F)cc2)n1)c1ccncc1 (stereo not given)	-1.3%	35.3	17.7%	12.4%	5.5%	8.9%	-2.7%	1.1%	20.6µM*
CNC(=S)Nc1cc(OC)ccc1OC	-0.4%	-1.8	4.5%	-1.0%	23.5%	-0.3%	5.6%	-5.1%	-7.9%
CN(CCc1cnn(C)c1)C(=O)CCc1nnc(CCCc2ccccc2)o1	-19.1%	0.0	-10.1%	0.4%	-17.8%	2.0%	-3.4%	38.4%	-0.6%
CC(=O)c1ccc(N2CCN(CC(O)c3ccccc3)CC2)cc1 (stereo not given)	9.5%	7.3	1.5%	0.5%	-21.8%	0.0%	-1.1%	-5.4%	3.5%
COc1ccc(C)cc1NC(=O)CSCc1ccccc1C	14.4%	-3.9	-9.6%	-2.2%	u	21.7%	-3.3%	-26.7%	-1.1%
Cc1ccc(S(=O)(=O)N2CCOCC2)cc1C(=O)N1CCCC1	1.6%	-12.6	-0.5%	9.9%	-24.8%	-7.2%	7.3%	-6.1%	9.4%
O=C(O)c1cccc(N2C(=O)c3cccc4c(Cl)ccc(c34)C2=O)c1	-8.4%	-52.0*	-18.3%	u	-3.3%	-12.1%	-15.7%	-2.6%	20.6µM*
C/C=C/C(=O)Nc1cccc(C(F)(F)F)c1	26.8%	0.4	8.6%	-4.2%	-7.7%	10.5%	-2.0%	0.5%	-6.4%
Cc1ccccc1NC(=O)C(Cl)=C(Cl)Cl	u	-97.0*	u	u	u	u	-5.7%	-8.3%	18.4µM*
CC(C)C[C@H]1CNC(=S)N1CC1CCCN1C[C@H](CC(C)C)N1C[C@H](CC(C)C)N(CC2CCCCCC2)C1=S (stereo not given in full)	-5.8%	15.8	0.0%	-15.6%	-12.3%	1.0%	-1.1%	2.3%	-5.8%
O=C(NCc1ccc(F)cc1)C(=O)NCC1OCCN1S(=O)(=O)c1cccs1 (stereo not given)	-10.0%	-28.7	-8.9%	-8.6%	-8.0%	-1.8%	-3.4%	-19.5%	-0.5%
O=C(N/N=C/c1ccco1)c1csc2c1CCCC2	11.8%	-24.4	4.6%	-85.1%[inhibitor]	3.0%	6.3%	-2.6%	23.6%	-4.2%
O=C(Cn1nnc(-c2ccc(F)cc2)n1)N1CCCCC1	13.2%	3.8	4.5%	13.9%	0.0%	15.3%	-4.7%	8.5%	9.2%
O=C(Nc1cccnc1)c1cnc2ccccc2n1	9.0%	-5.0	-15.6%	-0.6%	-42.3%	10.2%	0.5%	24.2%	-2.9%
Cn1c(C(=O)NCc2ccccc2)cc2oc3ccccc3c21	u	u	0.0%	-1.4%	0.0%	u	-8.7%	60.9%[activator]	15.9%
O=C1N/C(=N\S(=O)(=O)Cc2ccccc2)S/C1=C/c1cccc([N+](=O)[O-])c1	2.4%	0.0	1.0%	2.9%	3.9%	1.1%	-3.9%[11.6 µM]	x	0.3%
CCC(=O)N(Cc1cc2cc(OC)ccc2[nH]c1=O)c1ccccc1C	16.8%	18.6	u	10.3%	u	6.4%	4.6%	6.1%	11.2%
O=[N+]([O-])c1ccc(O)c(/C=N/n2c(-c3ccccc3)n[nH]c2=S)c1	-3.5%	2.3	-1.9%	-0.5%	-1.3%	-3.6%	-5.5%	-7.3%	11.3%
CCNC(=O)Nc1cc(S(=O)(=O)Nc2ccc(OC)cc2)ccc1N1CCOCC1	-18.4%	-14.1	-8.3%	-4.1%	-1.3%	-13.1%	9.1%	-23.3%	-4.3%
Cc1ccc(/C=C/C(=O)c2ccccc(=O)c2O)cc1C	18.4µM*	-81.1*	9.2µM*	u	20.6µM*	u	-28.6%	u	20.6µM*
N#CCC(=O)N/N=C/c1cn(Cc2ccc3ccccc3c2)c2ccccc12	u	x	-1.7%	-50.2%[inhibitor]	-1.0%	u	-14.0%	-42.4%	10.3µM*
CCN(CC)C(=O)C1CCCN(c2ncnc3c2cnn3-c2ccc(Cl)cc2)C1 (stereo not given)	-7.3%	-53.9*	-35.0%	-6.3%	-13.5%	-1.7%	-5.7%	12.6µM*	14.8%
CC1CCN(c2c([N+](=O)[O-])c(=O)n(-c3ccccc3)c3ccccc23)CC1	0.8%	0.0	20.9%	3.3%	-3.4%	9.4%	-4.2%	-4.4%	-6.7%
COc1ccccc1-c1cnc(C(O)c2ccc(Cl)cc2C)[nH]1 (stereo not given)	-29.9%	-1.5	-25.6%	x	u	u	4.6%[57.1 µM]	-7.9%	x
CC(=O)c1cccc(-n2c(CCC(=O)O)ccc2-c2ccccc2)c1	13.2%	34.3	-0.7%&-4.2%	-5.4%	-2.0%&-4.0%	3.5%	4.5%	29.9%&39.2%	u
Cc1ccc(C(=O)NCC(=O)OC(C)C(=O)Nc2ccc(N(C)C)cc2)cc1C (stereo not given)	-2.1%	12.2	-11.8%	2.9%	5.5%	-4.8%	-15.0%	-6.6%[11.3 µM]	0.6%
CCn1c2ccccc2c2cc(NC(=O)COC(=O)c3cc(OC)c(OC)cc3OC)ccc21	-0.6%	-5.9	23.5%	-4.7%	-22.2%	4.7%	1.4%	u	-2.0%
CCC(=O)N/C=C/n1cnc2cc(C(F)(F)F)ccc21	-4.6%	-19.9	u	1.2%	0.0%	-6.4%	-2.9%	-1.1%	1.7%
COc1ccc(Nc2nnc(-c3ccc(C)cc3)c3ccccc23)cc1C(=O)N1CCCCC1	u	-74.3*	-2.7%	11.1%	4.9%	u	-12.7%	u	u
CN1CCN(C(=O)c2ccc3c(Cl)c4c(nc3c2)CCCC4)CC1	1.5%	-3.2	-3.6%	1.4%	u	-1.7%	-1.6%	4.6%	-1.9%
O=C(Nc1ccn(Cc2ccccc2)n1)c1cccc(Cn2cc([N+](=O)[O-])cn2)c1	-4.0%	u	u	-18.7%	-3.5%	3.3%	-14.4%	5.1%	7.5%
CCc1nnc(NC(=O)c2cc(S(=O)(=O)N3CCN(CC)CC3)ccc2Cl)s1	14.8%	18.8	-11.9%	u	-10.2%	7.1%	0.6%	5.6%	-8.1%
CN1CCN(S(=O)(=O)c2cccc(C(=O)N3CCc4ccccc43)c2)CC1	-1.8%	1.1	-2.0%	4.8%	-7.7%	-1.0%	7.5%	-7.8%	6.8%

Shown with two lines to a compound: entries from further up.
Fields: HT1080NT lethal | IL1B secr inh | KB-3-1 cytotox | SW480 rereplic | KB-V1 MDR tox | HT1080 IDH1KD tx | WRN inhibitor | ATXN2 expr inh | MCF10A rereplic
- CCn1c2ccccc2c2cc(NC(=O)COC(=O)c3cc(OC)c(OC)cc3OC)ccc21
 : -0.6% | -5.9 | 23.5% | -4.7% | -22.2% | 4.7% | 1.4% | u | -2.0%
- CCN(CC)C(=O)C1CCCN(c2ncnc3c2cnn3-c2ccc(Cl)cc2)C1 (stereo not given)
 : -7.3% | -53.9* | -35.0% | -6.3% | -13.5% | -1.7% | -5.7% | 12.6µM* | 14.8%
